PI4K2A inh: blocks human PI4K2A kinase activity; Q9BTU6; purified PI4K2A, ADP-Glo luminescence, 1 h; active compounds read low; activity change, negative = inhibition, % at 76.9 µM; 420,000 compounds, 0.13% hits; in the data active = activity change below about -50%; inconclusive = mostly about -30% to -49%;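 note: -100% = wells without enzyme as full effect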
Target sequence (Q9BTU6 whole entry, looked up): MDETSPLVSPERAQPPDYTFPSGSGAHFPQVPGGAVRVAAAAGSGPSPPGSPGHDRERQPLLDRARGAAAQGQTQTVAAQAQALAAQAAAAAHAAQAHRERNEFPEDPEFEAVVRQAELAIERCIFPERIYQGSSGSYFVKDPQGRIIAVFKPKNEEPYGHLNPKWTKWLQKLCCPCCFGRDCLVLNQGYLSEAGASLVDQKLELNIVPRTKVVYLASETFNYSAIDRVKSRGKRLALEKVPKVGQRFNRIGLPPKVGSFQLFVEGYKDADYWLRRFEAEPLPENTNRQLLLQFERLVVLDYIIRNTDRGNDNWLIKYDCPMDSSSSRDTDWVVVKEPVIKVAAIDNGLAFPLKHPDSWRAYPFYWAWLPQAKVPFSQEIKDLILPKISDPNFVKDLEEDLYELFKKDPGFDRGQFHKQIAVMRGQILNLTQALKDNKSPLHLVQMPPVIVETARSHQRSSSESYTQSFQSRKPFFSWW
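Compounds are screened against recombinant PI4K2A using PI as substrate and ATP, the latter dispensed at 300 microM. Reactions run one hour at ambient temperature before ADP-Glo detection; full inhibition defined by wells lacking enzyme.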
Pin1 inhibitor: inhibitors of human Pin1 | AID 504891 | Q13526 | Pin1 FP peptide displacement, HiFluor488, 10 min | Potency, µM (titrated, usually from 115 µM), for the others: top-dose activity, negative = inhibition, usual class: inhibitors | 390,000 compounds, 0.009% hits; active = well fitted inhibition curve with a large enough effect in the polarisation, with a control signal flat, not every such curve was filed as active; inconclusive = small, poorly fitted or top-dose-only effect, or effect the other way, or a change in a side signal; inactive = no such curve, though single readings can be large or run the other way; the % refers to the polarisation; note: potency is the fitted concentration of half-maximal effect; % is set by controls: 0 for no effect and ±100 for the full control effect
Target sequence (Q13526 whole entry, looked up): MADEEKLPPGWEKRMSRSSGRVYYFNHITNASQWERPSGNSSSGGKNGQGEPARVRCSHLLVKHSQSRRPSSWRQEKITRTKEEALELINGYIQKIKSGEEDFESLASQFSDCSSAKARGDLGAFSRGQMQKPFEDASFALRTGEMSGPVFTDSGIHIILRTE
JMJD2A Tudor inh: blocks the human JMJD2A Tudor domain. O75164. AlphaScreen JMJD2A-Tudor / H3K4me3 peptide binding. Potency, µM (top dose mostly 114 µM), without a hit: at the highest dose activity change, negative = inhibition, hits mostly inhibitors. 390,000 compounds, 4.4% hits. AID 504339; note: potency is the fitted concentration of half-maximal effect; % is set by controls: 0 for no effect and ±100 for the full control effect; nearly all actives have a fitted effect of over 50% in size
BAZ2B block: inhibitors of human BAZ2B bromodomain | Q9UIF8 | AlphaScreen BAZ2B-H3K14Ac peptide displacement | Potency, µM (titrated, usually from 114 µM), for inactives: at the top dose activity change, negative = inhibition, most hits filed as inhibitors | 360,000 compounds, 4.4% hits; note: potency is the fitted concentration of half-maximal effect; % is set by controls: 0 for no effect and ±100 for the full control effect; nearly all actives have a fitted effect of over 60% in size
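AlphaScreen luminescence quantifies BAZ2B engagement of H3K14Ac peptide; the protein and biotinylated peptide are both at 50 nM final, buffer PBS pH 7.4 with 0.01% Tween-20, all steps at room temperature.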
GLS inhibitor: inhibitors of human glutaminase (GLS); GLS enzymatic activity, qHTS titration; Potency, µM (titrated, usually from 45.5 µM), for inactives: top-dose activity change, negative = inhibition, hits mostly inhibitors; 410,000 compounds, 0.21% hits; AID 624170; note: potency is the fitted concentration of half-maximal effect; % is set by controls: 0 for no effect and ±100 for the full control effect
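Human kidney-isoform GLS in 45 mM KH2PO4 pH 8.2, 0.02% Tween-20, with compound, started with 1mM L-Glutamine (added stock). Glutamate oxidase/HRP/Amplex red coupled fluorescence read at start and after 30 min at RT.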
G9a inh: blocks human histone lysine methyltransferase G9a; Q96KQ7; G9a H3K9 monomethylation, AlphaScreen, 2 h; Potency, µM (titrated, usually from 102 µM), for the others: top-dose activity, negative = inhibition, usual class: inhibitors; 350,000 compounds, 8.8% hits; AID 504332; note: potency is the fitted concentration of half-maximal effect; % is set by controls: 0 for no effect and ±100 for the full control effect; nearly all actives have a fitted effect of over 75% in size
Target sequence (Q96KQ7 913-1193 limits assumed): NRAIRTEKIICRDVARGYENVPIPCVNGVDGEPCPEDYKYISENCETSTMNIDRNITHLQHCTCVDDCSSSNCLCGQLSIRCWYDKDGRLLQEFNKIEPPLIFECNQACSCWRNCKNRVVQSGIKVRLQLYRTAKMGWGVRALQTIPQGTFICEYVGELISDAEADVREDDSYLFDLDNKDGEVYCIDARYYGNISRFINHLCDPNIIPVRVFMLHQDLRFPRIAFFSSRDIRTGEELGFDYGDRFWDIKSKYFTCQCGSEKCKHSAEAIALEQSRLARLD
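Using a bead-based AlphaScreen, monomethylated H3K9 product from 2 h room-temperature reactions (G9a 20 nM, peptide 500 nM, SAM 20 uM) was detected with 0.5 ug/mL rabbit anti-H3K9me1 antibody.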
PGK inhibitor: T. brucei PGK inhibition; Potency, µM (doses to about 57.5 µM), for the others: at the top dose activity change, negative = inhibition, actives largely listed as inhibitors; 380,000 compounds, 0.043% hits; AID 602233; PGK/GAPDH coupled, Kinase-Glo luminescence, 60 min; P07378; note: potency is the fitted concentration of half-maximal effect; % is set by controls: 0 for no effect and ±100 for the full control effect; nearly all actives have a fitted effect of over 60% in size
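Luminescent ATP detection (Kinase-Glo Plus) follows a 60-minute room-temperature incubation, with wells lacking PGK as controls. Buffer: 100 mM TEA (pH 7.6), 5 mM MgCl2, 0.01% Tween-20. Coupling enzyme GAPDH (100 nM final) supplies unstable 1,3-BPG in-well.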
ERG Ets-DNA blk: ERG Ets/DNA interaction inhibition; P11308; Potency, µM (series often up to 76.9 µM), for inactives: at the highest dose FP activity, negative = inhibition, hits mostly inhibitors; AID 624246; fluorescence polarization, His-ERG Ets domain / labelled DNA; 370,000 compounds, 0.028% hits; active = well fitted inhibition curve with a large enough effect in the polarisation, with a control signal flat; inconclusive = small, poorly fitted or top-dose-only effect, or effect the other way, or a change in a side signal; inactive = no such curve, though single readings can be large or run the other way; the % refers to the polarisation;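 note: polarization taken with two DNA probes labelled with fluorescein and Texas red; potency is the fitted concentration of half-maximal effect; % of control where 0% means no effect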
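His-tagged ERG Ets domain (1 uM in the protein solution; 300mM KCl, 50mM Tris-HCl, 1mM EDTA, 1mM DTT, pH 7.5) received compound, then a probe mix of 5 nM fluorescein-DNA and 100nM Texas-615-DNA. Fluorescence polarization was read for both dyes.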
HP1b chromo inh: inhibitors of HP1-beta chromodomain binding to methylated histone tails; 390,000 compounds, 0.56% hits; AID 540317; Potency, µM (titrated, usually from 114 µM), without a hit: at the highest dose activity change, negative = inhibition, most hits filed as inhibitors; P83916; AlphaScreen HP1-beta / biotin-H3K9me3 peptide binding; note: potency is the fitted concentration of half-maximal effect; nearly all actives have a fitted effect of over 70% in size; inactives centre near 23
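AlphaScreen: HP1-beta (50 nM) preformed 30 min with biotin-H3(1-18)K9me3 peptide (50 nM) in PBS pH 7.4, 0.01% Tween-20. Compound added for 30 min at RT, then streptavidin donor/nickel chelate acceptor beads (10 ug/mL) for 30 min.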
Numbers without * were called inactive; i = inactive; u = inconclusive; x = not tested or not shown; & = joins results of further samples; [ ] = dose if it differs, or a comment. Unless noted, calls come from the whole dose curve; as a rule, active = well fitted curve in the direction sought with a large enough effect; inconclusive = small, poorly fitted or top-dose-only effect, or another doubt; inactive = no such curve, though single readings can be large; an effect the other way counts as inactive or inconclusive.

SMILES	PI4K2A inh	Pin1 inhibitor	JMJD2A Tudor inh	BAZ2B block	GLS inhibitor	G9a inh	PGK inhibitor	ERG Ets-DNA blk	HP1b chromo inh
COc1ccc(CNS(=O)(=O)c2ccc3c(c2)C(C)(C)C(=O)N3C)cc1OC	-4.3	-0.9%	7.8%	4.5%	3.1%	-0.7%[59 µM]	1.3%	-11.1%	16.7%
CCOCCCn1c(=N)c(C(=O)NC2CCCC2)cc2c(=O)n3cc(C)ccc3nc21	-0.2	9.7%	-4.2%	u	-7.7%	8.6%[59 µM]	1.4%	3.6%	30.6%
CCc1ccc(NC(=O)N2CC=C(c3c[nH]c4ccccc34)CC2)cc1	3.1	u	u	-34.2%	-24.6%	u	x	-2.4%	-14.7%
COc1cccc(C2c3[nH]c4ccccc4c3C[C@H]3C(=O)N(CCCOC(C)C)CC(=O)N23)c1 (some centres undefined)	-4.8	0.6%	-24.6%	2.3%	-1.2%	-1.4%	-3.8%	1.5%	39.0%
CC(=O)Nc1cc(NC(C)=O)cc(C(=O)N2CCCC3CCCCC32)c1 (centres undefined)	-2.5	u	56.2µM*	50.1µM*	u	50.1µM*	-7.1%	14.2%	u
N=c1c(C(=O)NCC2CCCO2)cc2c(=O)n3ccccc3nc2n1Cc1cccnc1 (centres undefined)	4.4	u	-19.7%	-34.8%	-4.1%	0.4%[12.7 µM]	-8.0%	-2.1%	26.1%
O=C(CCc1ccccc1)Nc1ccc(Cl)cn1	-0.6	1.5%	-0.3%	55.9%[activator]	7.0%	-18.7%[2.33 µM]	0.2%	1.5%	70.8%[activator]
COC(=O)[C@@]1(Cc2ccc(F)cc2)[C@H]2c3cc(C(=O)N4CCCC4)n(CCc4ccccn4)c3C[C@H]2CN1C(=O)c1ccccc1	-0.9	1.0%	u	u	1.9%	u	-6.0%	0.9%	9.7%
O=C(O)CC/C(=N\NC(=O)CNC(=O)/C=C/c1ccccc1)c1ccccc1	-0.3	-1.7%	-4.2%	0.0%	-9.4%	x	-6.5%	5.4%	35.2%
CC(C)[C@H]1COCCS(=O)(=O)N1Cc1ccccc1-c1cccc(Cl)c1	0.7	-0.9%	-7.9%	x	0.8%	x	1.5%	-17.2%	38.6%
CCNc1nc(N)nc(Oc2ccc(OCC(=O)OC)nn2)n1	-0.4	-1.1%	-10.4%	-0.8%	8.0%	-27.2%[59 µM]	3.3%	2.4%	21.0%
O=C(NC1CCCCC1)C(c1cccs1)N(C(=O)C(F)(F)F)c1ccccc1 (centres undefined)	-2.4	-6.1%	-18.0%	5.6%	13.1%	10.2%	-4.0%	x	21.0%
CCCc1cc(=O)[nH]c(SCC(=O)N2C(C)CCCC2C)n1 (centres undefined)	1.6	-0.9%	-16.4%	0.1%	0.8%	15.3%	-1.5%	2.1%	-16.2%
O=C(O)/C=C/c1ccc2noc(-c3ccccc3)c2c1	-2.6	-5.2%	-11.2%	-30.6%	-9.5%	x	i	-8.1%	36.0%
O=C1c2ccccc2S(=O)(=O)c2cc(C(=O)N3CCCC3)ccc21	-0.2	-3.5%	-6.5%	x	1.6%	x	-8.4%	18.4%	21.9%
CCc1ccccc1NC(=O)Cn1c(=O)oc2ccccc21	2.3	1.4%	11.0%	1.1%	-1.3%	7.4%[59 µM]	-9.3%	-0.8%	45.6%[activator]
O=C(O)C1=CCCN(CCON=C(c2ccccc2)c2ccccc2)C1	-1.6&1.1	-3.0%	-13.8%	-18.9%	13.1%	-25.9%[59 µM]	6.9%	-2.1%	29.4%
C=CCn1c2c(c(=O)[nH]c1=S)CN(C(C)c1ccccc1)CN2 (centres undefined)	2.8	-4.5%	-8.1%	-11.0%	5.8%	-33.9%	x	5.7%	32.1%
CN(CC(=O)O)S(=O)(=O)c1ccc2[nH]c(=O)c(=O)[nH]c2c1	9.0	-1.7%	-14.7%	-2.4%	-4.5%	x	-2.6%	5.8%	6.1%
CCCCc1ccc(NC(=S)NCc2cccs2)cc1	6.7	7.2%	28.4%	2.1%[57.1 µM]	x	66.1%[activator]	-0.5%	-4.0%	53.1%[activator]
Cn1c(NC(=O)c2ccc(Br)o2)cc(=O)n(C)c1=O	0.4	-0.1%	-10.8%	-0.5%	-7.6%	u	-1.9%	-7.9%	18.6%
CCN(CC)CCNC(=O)c1ccc(NC(=O)Nc2cccc3ccccc23)cc1	-1.3	8.5%	-12.6%	-8.4%	-0.2%	u	5.3%	2.4%	8.2%
CCN(CC)CCC(c1ccc(N(C)C)cc1)c1c(O)cc(OC)cc1OC (centres undefined)	-0.6	4.2%&-8.3%	39.8µM*	50.1µM*	11.9%	u	-8.2%	-3.2%	u
COc1ccccc1CNS(=O)(=O)c1ccc(-n2cnnn2)c(OC)c1	-2.8	-0.7%	-9.7%	-18.2%	2.6%	28.2µM*	-2.3%	-3.5%	-17.3%
Cc1csc2nc(COC(=O)c3cccc(NC(=O)COc4ccccc4Cl)c3)cc(=O)n12	-0.3	24.0%	-2.0%	-1.5%	8.1%	8.3%[12.7 µM]	-0.1%	-0.1%	38.8%
COc1ccc(N2C(=O)CC(NCCNc3ccc([N+](=O)[O-])cn3)C2=O)cc1 (centres undefined)	1.3	3.0%	-17.9%	-22.0%	7.9%	6.31µM*	-0.9%	x	23.0%
Cc1ccc(S(=O)(=O)c2cn(CC(=O)Nc3ccc(Cl)cc3)c3ccc(F)cc3c2=O)cc1C	-2.1	0.0%	-1.0%	-2.9%	4.4%	4.8%[59 µM]	8.2%	2.8%	28.4%
CN(c1ccccc1)S(=O)(=O)c1ccc(C(=O)NCc2cccs2)cc1	-5.4	-1.1%	0.0%[11.4 µM]	-15.4%	0.8%	15.3%	i	11.4%	95.2%[activator]
O=C(c1ccc(S(=O)(=O)Nc2ccccc2Cl)cc1)N1CCCC1	4.7	0.4%	9.8%	x	-4.8%	x	-9.6%	13.7%	53.3%[activator]
O=C(NC1CCCCCC1)C(=S)NC1CCCCC1	3.1	4.0%	-28.1%	17.2%	-0.2%	35.5µM*	-3.1%	0.1%	32.0%
COc1cc2nc(SCC(=O)Nc3ccccc3F)n3nc(-c4ccccc4)nc3c2cc1OC	-16.8	-3.7%	-20.3%	x	-19.2%	-29.1%[59 µM]	-1.7%	1.4%	-10.4%
O=C(O)C1C2CC2CN1C(=O)c1ccc(Cl)cc1 (centres undefined)	-2.7	7.2%	-22.6%[57.1 µM]	-37.4%	3.3%	32.4%[activator][12.7 µM]	i	-4.8%	-1.3%
CC(C)N(C(=O)C(=O)c1cccn1-c1ccccc1C#N)C(C)C	5.0	2.5%	7.9%	6.4%	7.6%	-4.3%[12.7 µM]	4.8%	0.3%	36.0%
Cc1ccc(CN2CCNC(=O)C2CC(=O)N(C)CCc2cnn(C)c2)cc1 (centres undefined)	-0.3	1.3%	-5.1%	0.4%	-0.3%	27.0%	2.8%	2.3%	29.7%
O=c1cc(CSc2nnnn2-c2ccccc2)nc2sccn12	3.3	-10.7%	-7.5%	-38.6%	17.2%	4.9%	-3.9%	9.6%	41.6%
CCOC(=O)C(C)n1nc(/C=C/c2ccccc2)ccc1=O (centres undefined)	-1.3	2.5%	-7.5%	2.4%	7.5%	-9.3%[59 µM]	-6.0%	-2.8%	31.0%
Cc1oc(/N=C/c2ccc(F)cc2)c(C#N)c1C	-5.8	u	-3.3%	-31.4%	-0.8%	u	2.4%	10.0%	20.0%
Cc1cc(C)c2c(-n3cccc3)c(C(=O)NCc3cccc(F)c3)sc2n1	-1.5	8.5%	-24.2%	-9.9%	0.7%	-13.3%[59 µM]	-6.9%	2.0%	-9.6%
Cc1noc(C)c1C(=O)Nc1ccc(F)c(F)c1	-3.3	-6.9%	-10.2%	14.0%	2.1%	23.9%[59 µM]	-4.7%	-1.4%	15.7%
CC1(C)OC(=O)C=C(CC2NS(=O)(=O)OC3CCCCC23)O1 (centres undefined)	-1.1	-5.3%	-14.0%	3.6%	11.3%	u	-7.1%	5.1%	21.8%

Screens from PubChem BioAssay.
